tim10-1 inh = tim10-1 yeast growth inhibition; hit rate 2.2% among 330,000; AID 463190; inhibition, % at 20 µM; S. cerevisiae tim10-1 ts strain growth, BacTiter-Glo, 24 h;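 active = inhibition of at least 40%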;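 also: mutant grown at 25 °C; 0% = DMSO wells with yeast and 100% = wells holding no yeast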
UPR CHOP act = activators of apoptotic arm of unfolded protein response (CHOP); CHO-CHOP luciferase reporter, UPR activation, luminescence; percent of tunicamycin response over DMSO baseline; activation, % at 10 µM; hit rate 0.34% among 330,000; AID 449763;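 active = at 10 µM dose, activation of 40% or more, normalized to positive control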;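 also: 100% = tunicamycin at 10 µg/mL and 0% = DMSO alone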
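Test system: CHO CHOP reporter cells. Input: 500 CHO-CHOP cells per well. Medium: F12 with 10% FBS. Technique: luciferase luminescence. Measure: percent activation relative to tunicamycin control. Dosing: 10 µM compound, 0.5% DMSO. Timing: 16-18 h cell attachment, then 6 h compound exposure, 37 °C.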
697 NFkB inh = inhibitors of the PMA/ionomycin-induced NF-kB reporter in 697 B cells; AID 435022; hit rate 0.33% among 330,000; 697 B-cell NF-kB luciferase reporter, 16 h; inhibition, % at 4 µM; in the data active = inhibition above about 35%
tim23-1 inh = tim23-1 yeast growth inhibition; AID 463212; S. cerevisiae tim23-1 growth, BacTiter-Glo luminescence, 24 h; hit rate 1.3% among 330,000; inhibition, % at 20 µM;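 active = growth inhibition of the mutant yeast at or above 50%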;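 also: temperature-sensitive mutant grown at 25 °C; plate controls were DMSO-treated mutant yeast for no effect and medium wells lacking yeast for full effect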
Jurkat NFkB inh = lowers PMA/ionomycin-induced NF-kB signal in Jurkat cells. hit rate 0.53% among 330,000. inhibition, % at 4 µM. PMA/ionomycin-induced NF-kB luciferase reporter, luminescence. AID 435003; in the data active = inhibition above about 50%
Mdm2 MdmX PPI = disrupts the human Mdm2-MdmX interaction | hit rate 3% among 330,000 | SaOS-2 split-luciferase Mdm2/MdmX complementation, luminescence | inhibition, % at 8 µM;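 active = inhibition of at least 50% at 8 µM in the primary screen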
Target sequence (O15151 whole entry, looked up): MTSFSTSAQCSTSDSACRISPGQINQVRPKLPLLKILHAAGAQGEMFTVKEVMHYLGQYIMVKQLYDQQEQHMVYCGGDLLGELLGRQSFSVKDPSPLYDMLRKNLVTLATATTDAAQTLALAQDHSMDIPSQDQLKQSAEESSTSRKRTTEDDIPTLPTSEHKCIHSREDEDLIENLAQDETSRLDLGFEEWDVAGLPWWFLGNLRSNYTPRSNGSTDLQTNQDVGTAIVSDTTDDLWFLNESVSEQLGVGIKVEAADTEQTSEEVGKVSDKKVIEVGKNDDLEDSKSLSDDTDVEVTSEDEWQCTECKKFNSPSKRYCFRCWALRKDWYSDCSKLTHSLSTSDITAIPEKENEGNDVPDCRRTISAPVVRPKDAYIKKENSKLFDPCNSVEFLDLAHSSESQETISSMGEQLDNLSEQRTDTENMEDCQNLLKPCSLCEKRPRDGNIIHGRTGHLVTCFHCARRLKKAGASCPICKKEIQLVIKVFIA
Target sequence (Q00987 whole entry, looked up): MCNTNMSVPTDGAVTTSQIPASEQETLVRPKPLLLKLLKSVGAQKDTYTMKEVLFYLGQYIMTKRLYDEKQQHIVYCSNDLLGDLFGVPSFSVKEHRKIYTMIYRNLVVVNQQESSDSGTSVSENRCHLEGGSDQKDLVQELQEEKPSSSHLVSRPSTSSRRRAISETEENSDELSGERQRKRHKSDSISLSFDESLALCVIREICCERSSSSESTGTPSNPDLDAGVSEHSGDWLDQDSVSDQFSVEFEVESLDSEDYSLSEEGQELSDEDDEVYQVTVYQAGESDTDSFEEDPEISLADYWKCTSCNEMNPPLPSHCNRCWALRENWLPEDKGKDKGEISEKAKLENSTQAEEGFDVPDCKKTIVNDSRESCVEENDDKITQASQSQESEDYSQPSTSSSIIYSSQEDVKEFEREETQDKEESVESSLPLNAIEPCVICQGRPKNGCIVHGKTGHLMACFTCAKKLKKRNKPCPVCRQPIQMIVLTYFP
TIM10 inh = inhibits growth of TIM10 yeast strain | S. cerevisiae TIM10 strain growth, BacTiter-Glo luminescence, 24 h | inhibition, % at 10 µM | hit rate 1.4% among 330,000;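 active = inhibition of 40% or more at the single tested concentration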;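 also: wild-type TIM10 isogenic control strain grown at permissive 25 °C; 0% = DMSO yeast wells and 100% = minimal medium wells without yeast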
UPR XBP1 act = adaptive UPR (XBP1) activation | CHO-XBP1 luciferase reporter, IRE1-XBP1 UPR activation, luminescence; percent of tunicamycin response, DMSO as zero | activation, % at 20 µM | hit rate 0.33% among 330,000 | AID 463104;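 active = versus positive control, 20 µM dose yields 30% or more activation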;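 also: 100% = tunicamycin at 10 µg/mL and 0% = DMSO only wells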
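Material: CHO-XBP1 cells stably carrying IRE1-XBP1-driven luciferase reporter / Amount: 1000 cells per well / Compound: 20 µM, 1% DMSO / Times: 6 h treatment, 37 °C / Detection: luciferase luminescence / Measure: % activation of reporter signal versus tunicamycin and DMSO controls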
Numbers without * were called inactive. This is a subset (hit frequency here may not be typical).

SMILES	tim10-1 inh	UPR CHOP act	697 NFkB inh	tim23-1 inh	Jurkat NFkB inh	Mdm2 MdmX PPI	TIM10 inh	UPR XBP1 act
O=C(c1ccc2nc3ccc(Cl)cc3c(=O)n2c1)N1CCC2(CC1)OCCO2	28	-0.5	-6	48	-18	-1	33	7
S=C(c1ccc(Cl)cc1)N1CCOCC1	16	0.9	17	14	-3	-12	-2	1
CC(C)c1ccc(N2C(=O)NC(=O)/C(=C\C=C\c3ccco3)C2=O)cc1	-15	250*	-20	1	5	56*	-4	-5
CC(C)(C)N1C(=O)NC(=O)/C(=C\c2ccc3c(c2)CCN3CCCCl)C1=O	17	-1.8	15	13	1	-5	8	-2
CCCCC(=O)N/N=C/c1c(O)n(Cc2ccco2)c(=O)[nH]c1=O	1	-0.2	9	18	-7	8	10	-1
CC1CCCN(CC(=O)N2CCCc3ccccc32)C1 (configuration not stated)	3	-1.6	17	-8	6	-1	-4	0
C=CCn1c(O)c(C(C)=Nc2ccc(NC(C)=O)cc2)c(=O)[nH]c1=O	1	-1.9	17	9	-3	24	2	5
CCN(CC)C(=O)c1ccc(NC(=O)c2cn(-c3ccccc3)nc2-c2ccc(OC)cc2)cc1	6	0.2	9	19	-4	49	3	-1
COc1ccc(CCn2c(O)c(C=NCc3ccc4c(c3)OCO4)c(=O)[nH]c2=O)cc1OC	18	-0.8	-6	-30	0	-10	6	-1
Cc1nc2ccccc2c(=O)n1-c1ccccc1[N+](=O)[O-]	15	0.2	13	11	14	4	7	2
Cc1ccccc1NC1(C#N)CCCCC1	-15	-0.6	5	-1	-5	14	-2	-1
O=c1c2ccccc2nc(-c2ccccc2)n1-c1cccnc1	18	-2.2	-42	20	-22	-3	1	-4
Cc1nonc1OCCNCCNc1ccc([N+](=O)[O-])c2cccnc12	19	-3.2	8	4	0	17	5	-2
Nc1c(C(=O)NCc2ccco2)c2nc3ccccc3nc2n1CCN1CCOCC1	28	1.5	-12	15	5	5	2	1
Cc1cc(/C=C2\C(=O)NC(=O)N(c3ccccc3F)C2=O)c(C)n1-c1cc(C(=O)O)cc(C(=O)O)c1	-2	-1.2	-11	-2	5	-15	-12	-4
CCOc1cccc(N2C(=O)/C(=C/c3ccco3)C(=O)NC2=S)c1	-4	0.9	-7	9	1	-4	-5	-3
S=P(Nn1cnnc1)(c1ccc(Br)cc1)c1ccc(Br)cc1	15	-1.4	-14	23	-2	-13	3	2
COc1ccc(CN2CCN(c3ccccc3F)CC2)cc1O	-6	-0.4	-15	22	-5	12	-7	-3
CCN(CC)c1ccc(N=Cc2c(O)n(-c3ccccc3)c(=O)[nH]c2=O)cc1	27	1.8	0	20	4	9	41*	-2
Cc1ccc(C(c2nnnn2Cc2ccccc2)N2CC=C(c3ccc(F)cc3)CC2)cc1 (configuration not stated)	2	0.0	14	14	26	-1	22	2
COc1cc(OC)c(C=O)c(OC(=O)N(C)C)c1	8	-0.6	3	0	4	16	0	-5
CCN(CC)C(=O)c1ccc2c(c1)C1C(Cl)C(Sc3ccccc3[N+](=O)[O-])CC1C(C(=O)O)N2 (configuration not stated)	28	-0.6	16	39	-7	16	40	-2
CCOC(=O)C1=C(N)OC2=C(C(=O)CCC2)[C@]12C(=O)N(CC(N)=O)c1ccccc12	-10	2.6	5	-2	0	-3	9	-2
COC(=O)C1=C(c2ccc(S(C)(=O)=O)cc2)C[C@@H]2CC[C@H]1N2C(=O)NCc1ccc(C(F)(F)F)cc1	-7	-1.2	24	-5	9	22	-10	0
C=CC[C@@H](C)CC(=O)C(CCCN=[N+]=[N-])SOOc1ccccc1 (some centres not stated)	10	-1.5	-7	13	0	-11	-3	1
CCc1nn(CC(=O)N2CCC3(CC2)OCCO3)c(=O)c2cc3ccccc3n12	7	-1.7	-6	7	-3	10	4	0
COC(=O)C1=C(c2cccc(C#N)c2)C[C@@H]2CC[C@H]1N2C(=O)NCCCOC(C)C	14	2.2	-6	9	-12	19	-3	-1
Cc1ccc(-c2nc(CS(=O)CC(=O)N3CCC4(CC3)OCCO4)c(C)o2)cc1 (configuration not stated)	13	-0.1	24	8	22	9	14	3
C[C@]1(O)CCC2C3CC[C@H]4C[C@@H](OC(=O)CNC(=O)CN)CC[C@]4(C)C3CC[C@@]21C (some centres not stated)	-117	-0.2	-1	-36	10	15	-47	-3
O=C(Cn1cnc2sc3c(c2c1=O)CCCC3)NCCC(=O)N1CCC2(CC1)OCCO2	18	-2.1	-2	3	-19	6	-4	1
COCCOC(=O)c1c(N)n(Cc2ccc(OC)cc2)c2nc3ccccc3nc12	11	4.9	4	32	12	19	11	1
Cc1cccc(N2C(=O)NC(=O)C3(Cc4cc(C)ccc4N(C)C3)C2=O)c1 (configuration not stated)	3	-1.1	8	12	-19	0	4	0
Cc1nn(Cc2ccccc2)c(C)c1C(=O)OCC(=O)Nc1cc(S(C)(=O)=O)ccc1Cl	-27	-1.5	-10	-12	-2	3	-7	-3
Clc1ccccc1N1CCN(Cc2ccc3c(c2)OCO3)CC1	5	1.1	9	5	1	10	4	-6
COC(=O)C1=C(c2cccc(OC)c2OC)C[C@@H]2CC[C@H]1N2C(=O)NCC1CC1	-9	2.1	-7	-2	1	3	0	1
N#CC(C#N)=C(N)c1cccnc1	-4	0.4	-39	1	-17	55*	-2	-2
COc1cc(C[C@@H](C)N)c(OC)cc1I	6	-1.3	2	14	13	23	5	-10
O=C(Nc1nccs1)c1c(O)c2c(n(Cc3ccco3)c1=O)CCCC2	12	1.7	-29	37	-11	35	15	3
C=CCn1c(O)c(C(C)=Nc2ccc(N(CC)CC)cc2)c(=O)[nH]c1=O	18	2.1	-65	3	42	36	20	1
CCN(CC)CCCN=Cc1c(O)n(-c2ccccc2F)c(=O)[nH]c1=O	0	-1.4	4	-7	-27	1	-10	-3
Cc1c(OC(=O)N(C)C)ccc2c1O/C(=C\c1ccco1)C2=O	33	2.3	-30	36	-31	6	14	0
O=c1[nH]c(O)c(C=NC2CCCCC2)c(=O)[nH]1	12	0.9	23	-1	10	-2	12	0
Cc1ccc(N2C(=O)NC(=O)/C(=C\c3cccn3C(C)(C)C)C2=O)cc1	16	-0.2	11	-1	6	-14	11	1
CCCn1c(C(=O)c2ccc(OC)cc2)nc2ccccc21	19	0.8	-13	23	-19	-28	20	-2
C/C(=N/OC(=O)N(C)C)c1ncc(C(F)(F)F)cc1N1CCOCC1	10	-0.5	-20	6	-11	9	-14	0
CCN(CC)CCOC(=O)c1ccc(N=Cc2c(O)[nH]c(=O)[nH]c2=O)cc1	10	-2.4	3	1	-30	-28	1	-1
CCOc1ccc(NC(=O)CCNC(=O)N2C[C@H]3C[C@@H](C2)c2cccc(=O)n2C3)cc1	-16	-1.6	-5	-3	-7	8	-3	-3
O=C(CCC(=O)N1CCC2(CC1)OCCO2)Nc1nnc(C(F)(F)F)s1	5	4.2	-6	15	6	22	7	-5
CN(C)C1(CNC(=O)c2ccc(Cl)c(S(=O)(=O)NCc3ccco3)c2)CCCCC1	9	-0.1	-18	25	6	-24	-4	-2
O=C(Cn1c(NCCCl)nc2ccccc21)c1ccc(Br)cc1	-3	1.2	7	-19	19	-15	-7	1
(continued)
SMILES	tim10-1 inh	UPR CHOP act	697 NFkB inh	tim23-1 inh	Jurkat NFkB inh	Mdm2 MdmX PPI	TIM10 inh	UPR XBP1 act
CC(C)n1c(=O)c(C=Nc2ccc(Cl)cc2)c(O)n(Cc2ccco2)c1=O	37	2.1	19	4	12	14	-7	1
COc1ccc(N2C(=O)CC(=O)NC2=O)cc1	6	-1.4	1	7	6	-2	13	0
CN1C(=O)N(C)C(=O)C(CCc2ccncc2)(Cc2ccc3c(c2)OCO3)C1=O	20	2.7	-19	21	-2	-14	-12	-1
O=C(Nc1cccc(Cl)c1)c1c(O)c2c(n(Cc3ccco3)c1=O)CCCC2	-2	1.4	-17	-4	-43	10	-17	5
Cc1cc(C)cc(NC(=O)CCNC(=O)N2C[C@H]3C[C@@H](C2)c2cccc(=O)n2C3)c1	-21	-1.1	17	-5	-2	-5	3	-2
Clc1ccc2c(c1)C(c1ccccc1Cl)=NCc1nncn1-2	6	-2.7	10	-2	12	-33	-9	-2
COc1ccc2c(C)c(CC(=O)N3C[C@H]4C[C@@H](C3)c3cccc(=O)n3C4)c(=O)oc2c1C	-16	-1.5	23	-14	6	21	-12	-2
CC(NC1CCCCC1)C(O)C12CC3CC(CC(C3)C1)C2 (configuration not stated)	-7	-0.7	1	-11	-3	25	-2	0
CC1CC2(O)c3no[n+]([O-])c3CCC2N1O (configuration not stated)	-5	-2.4	-18	17	-9	-17	-13	-1
Cc1cc(OCC(=O)NCC(O)c2ccccc2)c2c3c(c(=O)oc2c1)CCC3 (configuration not stated)	-20	-0.7	18	-10	8	12	-14	-1

Profiles as entered above:
`Cc1cc(C)cc(NC(=O)CCNC(=O)N2C[C@H]3C[C@@H](C2)c2cccc(=O)n2C3)c1` across the screens: tim10-1 inh = -21; UPR CHOP act = -1.1; 697 NFkB inh = 17; tim23-1 inh = -5; Jurkat NFkB inh = -2; Mdm2 MdmX PPI = -5; TIM10 inh = 3; UPR XBP1 act = -2
`COc1ccc(N2C(=O)CC(=O)NC2=O)cc1` across the screens: tim10-1 inh = 6; UPR CHOP act = -1.4; 697 NFkB inh = 1; tim23-1 inh = 7; Jurkat NFkB inh = 6; Mdm2 MdmX PPI = -2; TIM10 inh = 13; UPR XBP1 act = 0
`O=C(Nc1cccc(Cl)c1)c1c(O)c2c(n(Cc3ccco3)c1=O)CCCC2` across the screens: tim10-1 inh = -2; UPR CHOP act = 1.4; 697 NFkB inh = -17; tim23-1 inh = -4; Jurkat NFkB inh = -43; Mdm2 MdmX PPI = 10; TIM10 inh = -17; UPR XBP1 act = 5

Next part.
SMILES	tim10-1 inh	UPR CHOP act	697 NFkB inh	tim23-1 inh	Jurkat NFkB inh	Mdm2 MdmX PPI	TIM10 inh	UPR XBP1 act
COC(=O)C1=C(c2ccc(-c3ccccc3)c(F)c2)C[C@@H]2CC[C@H]1N2C(=O)NCCCOC(C)C	10	1.2	4	32	4	1	15	-3
Cn1c(O)c(C(=Nc2ccc(F)cc2)c2ccccc2Cl)c(=O)n(C)c1=O	-12	1.0	-17	22	-3	6	-4	-2
O=C(c1ccccc1)c1ccccc1N=Cc1c(O)[nH]c(=O)[nH]c1=O	13	-2.0	13	-23	-4	11	-3	3
COc1ccc(/C=C/C2=CCN(C)CC2)cc1	10	3.5	-3	5	-22	11	-3	1
Cc1ccc(CN2C3CCCC2CC(NC(=S)NCc2ccccc2)C3)cc1 (configuration not stated)	-4	0.9	7	-21	3	37	16	4
COc1ccc(C(CNC(=O)Cc2ccc(Cl)c(Cl)c2)N2CCCCC2)cc1 (configuration not stated)	8	0.5	2	13	8	15	4	0
OCC12COC3c4ccccc4C(OC1)N32 (configuration not stated)	2	-0.5	29	4	-2	7	12	3
CCOc1ccc(Cl)cc1CNCCc1ccccc1F	2	-0.2	-1	19	-11	16	3	-2
O=C(N/N=C/c1c(O)n(CCC2=CCCCC2)c(=O)[nH]c1=O)c1ccccc1	11	0.9	-1	-5	3	10	5	-1
COc1ccc(N2C(=O)NC(=O)/C(=C/c3ccc4c(c3)Cc3ccccc3-4)C2=O)cc1	8	1.8	15	11	-9	6	-5	2
CCCCOCCCn1c(N)c(C(=O)OC(C)COC)c2nc3ccccc3nc21 (configuration not stated)	35	13	4	26	-5	-13	31	1
Cc1ccc(N2C(=O)NC(=O)/C(=C/c3cnc(-c4ccccc4)nc3)C2=O)cc1C	5	1.3	5	-3	-10	-26	7	-2
O=C(NCc1ccc(C(=O)N2CCC3(CC2)OCCO3)cc1)c1cccc(Br)c1	21	0.2	13	4	1	-15	3	0
Clc1ccc(N2CCN(Cc3ccccc3Cl)CC2)cc1	16	0.8	2	20	-4	4	-1	1
CCOC(=O)c1c(C=O)c2ccccc2n1Cc1ccccc1	15	1.9	6	37	6	30	32	-5

From PubChem
